# TAG inh: inhibitors of triacylglycerol accumulation; actives 0.66% (n = 230,000); H9c2 cells, Nile Red lipid (TAG) fluorescence; cells loaded with 200 µM oleic acid; inhibition, % at 12.5 µM; AID 651582;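 active = pattern-corrected inhibition of lipid staining of at least 50% with the nuclear-stain viability signal not falling by more than 50%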;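 note: 0% = DMSO wells and 100% = triacsin C control wells; some results filed as inactive read as strong as hits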
# TAG inh DAPI viability: recorded beside TAG inh, whose call it bears; DAPI nuclei signal change (viability), lower = more cytotoxic, %;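 whole-well DAPI fluorescence read on a plate reader as a viability signal; minus 50 percent equals half of cells still viable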
# Starred values were filed as active, the others as inactive. Some of the compounds tested. The share of hits here may be higher or lower than overall.
cpd	Structure	TAG inh DAPI viability	TAG inh
1	Cc1occc1C(=O)N/N=C/C(Br)=C\c1ccccc1	-3	-6
2	COc1cc(C(=O)NCC(c2ccco2)N2CCCC2)ccc1OCc1c(C)noc1C (stereo not given)	-7	8
3	CCC(C)c1ccc(NC(=S)N2CCCC2)cc1 (stereo not given)	-6	-10
4	CN(C)S(=O)(=O)c1cccc(C(=O)OCC(=O)Nc2ccccc2OC(F)F)c1	9	-1
5	O=C(Nc1ccccc1C(=O)NCc1ccccc1)c1ccco1	7	-79
6	CC1(c2nnc(-c3ccncc3)o2)CC(c2ccc([N+](=O)[O-])cc2)=NO1 (stereo not given)	2	-10
7	COc1ccc(N2CC(NC(=O)N3CCN(C(=O)c4ccco4)CC3)CC2=O)cc1OC (stereo not given)	4	7
8	O=C(N1CCCCC1)C1(c2ccccc2)CCOCC1	-3	4
9	COc1cccc2cc(-c3ccnc(N)n3)oc12	5	15
10	COc1ccc(N(CC(=O)Nc2cccc(C(=O)O)c2)S(=O)(=O)c2c(C)noc2C)cc1	8	1
11	COc1ccc(OC)c(C(=O)c2c(C)oc3cc(Br)c(O)c(CN(C)C)c23)c1	13	-8
12	O=C(NCc1cccs1)c1cccc(Nc2nc3ccc(Br)cc3[nH]2)c1	-2	-4
13	Cc1sc2nc(CN3CCCC3)nc(N3CCC(C(N)=O)CC3)c2c1C	0	14
14	Cc1ccc(NC(=O)/C(C#N)=C/c2ccc(C)s2)c(C)c1	10	-25
15	CC[n+]1ccc(C)c2cc(P(=O)(c3ccccc3)c3ccccc3)ccc21	10	2
16	CN(C)c1ccc(C(C#N)c2ccccc2)nn1 (stereo not given)	0	-7
17	Cc1cc(NC(=O)C(C)SCC(=O)N(C)CC(=O)Nc2ccccc2C(F)(F)F)no1 (stereo not given)	-3	-1
18	COc1cc(OC)cc(C(=O)NNC(=O)CN2C(=O)NC(C)(c3ccc(C)cc3)C2=O)c1 (stereo not given)	3	6
19	CCN(CC(=O)Nc1ccc(N2CCOCC2)cc1)C(=O)c1ccc(C#N)cc1	-6	11
20	CCN(C(=O)COC(=O)CCS(=O)(=O)c1ccccc1)c1c(N)n(Cc2ccccc2)c(=O)[nH]c1=O	1	-10
21	CCC1CCC(C(=O)NNC(=O)c2cc(-c3ccco3)[nH]n2)CC1 (stereo not given)	2	-1
22	CCOC(=O)c1c(C)n(CCNC(C)=O)c2ccc(OC)cc12	10	1
23	CC1CCc2c(sc(NC(=O)COC(=O)c3ccc(NC(=O)CC#N)cc3)c2C#N)C1 (stereo not given)	-2	4
24	CCC(=O)c1cn(CCOc2ccccc2OC)c2ccccc12	4	-16
25	CCN(CC)C(=O)C1=C(C)N(Cc2ccccc2)C(=O)C(CC(=O)NCc2ccco2)C1 (stereo not given)	-1	1
26	CCOc1ccccc1OCCCC(=O)Nc1ccc(S(=O)(=O)Nc2cc(C)nc(C)n2)cc1	-3	19
27	CCCC(=O)NC(=S)Nc1ccc(C(C)=O)cc1	-6	13
28	Cc1ccc(F)cc1-c1nc(NC(C)C)nc2cc(-c3ccccc3)sc12	-15	42
29	COc1ccccc1C(=O)NC(CCSC)C(=O)OCC(=O)N1CCN(S(=O)(=O)c2ccc(C)cc2)CC1 (stereo not given)	1	-1
30	CCNC(=O)Nc1cc(OC)c(OC)cc1C(=O)O	8	-7

cpd	Structure	TAG inh DAPI viability	TAG inh
31	OCCC1CN(Cc2cn[nH]c2C2CCCCC2)CCN1Cc1ccccc1 (stereo not given)	6	-10
32	Cc1cccc2sc(N3CCN(C(=O)c4cccs4)CC3)nc12	1	-20
33	CC1(C)Cc2noc(N)c2C(C)(C)N1O	0	4
34	CCCn1c(NC(=O)CSCC(=O)Nc2cc(C)on2)nc2ccccc21	-1	13
35	O=C(Cn1c(=O)cnc2ccccc21)N1CCN(S(=O)(=O)c2ccc(F)cc2)CC1	0	-2
36	C(=N\c1nc2ccccc2n1CCN1CCCCC1)/c1cccs1	-6	-34
37	CCOC(=O)c1[nH]c(C)c(C(=O)N2CCc3ccccc32)c1C	-31*	56*
38	CC(=O)NC12CC3CC(C1)CC(C(=O)Nc1ccc(C)c(S(=O)(=O)N4CCCCCC4)c1)(C3)C2	2	2
39	CN(C)c1ccc(C=Nc2cnn(C)c2C(N)=O)cc1	-1	-6
40	COc1cc(-c2nnc(NC(=O)CS(=O)(=O)c3ccc(Cl)cc3)o2)cc(OC)c1OC	2	0
41	O=C1NCC(Nc2ccccc2)C(=O)N1 (stereo not given)	1	-7
42	Cn1c(SCC(=O)NCCc2ccc(S(N)(=O)=O)cc2)nc2ccccc2c1=O	-1	-8
43	CCOC(=O)c1ccc(Nc2nc(C(=O)OCC)nc3ccccc23)cc1	5	9
44	Cc1ccc(C)c(N2CCN(C(=O)c3cc4ccccn4n3)CC2)c1	3	-11
45	Cc1cc(C)n2ncc(C(=O)Nc3cccc(O)c3)c2n1	0	10
46	Clc1ccc(-c2cnnc(-c3ccccn3)n2)cc1	-5	-3
47	CC(=O)Nc1ccc(Oc2ccc(NC(C)=O)c(NC(C)=O)c2)cc1	2	8
48	COC(=O)c1ccccc1-n1cccc1C(=O)NP(=O)(N1CCOCC1)N1CCOCC1	-14	7
49	O=C1NC(Cc2ccc(O)cc2)c2nc3ccc(Br)cc3c(=O)n2-c2ncccc21 (stereo not given)	2	15
50	CN1CCN(CCCNC(=O)Nc2cccc3ccccc23)CC1	-17	17
51	Cc1ccc(S(=O)(=O)N2CCCCC2)cc1C(=O)OC1CCCCC1=O (stereo not given)	-9	7
52	O=C(NCC1(c2ccccc2)CCCC1)c1ccco1	3	-10
53	CCO[C@H]1OC(C(=O)NCc2ccccc2)=C[C@@H](c2coc3ccccc3c2=O)[C@@H]1CCCO	-5	-4
54	Cc1ccc(OCC(=O)Nc2ccccc2-c2ccccc2NC(=O)COc2ccc(C)cc2)cc1	-3	-16
55	O=C1NC(=S)N(C(=O)c2ccc(F)cc2)/C1=C/c1cccnc1	1	0
56	Cn1c(N)c(C(=O)COC(=O)C(Cc2ccccc2)NC(=O)c2ccccc2)c(=O)n(C)c1=O (stereo not given)	-4	-9
57	Cc1cc(N2CCOCC2)n2cc(-c3ccc(F)cc3)nc2n1	12	-11
58	C=CCNC(=O)/C(C#N)=C\c1cc(Cl)c(OCC)c(OC)c1	4	11
59	COc1cc(C(=O)Nc2ccccc2-c2nnn(CC(N)=O)n2)cc(OC)c1OC	30	-1
60	COc1cccc(NC(=O)c2ccc(NCCCN3CCC(C)CC3)c([N+](=O)[O-])c2)c1	2	29

# Taken from above (6 entries):
cpd	Structure	TAG inh DAPI viability	TAG inh
52	O=C(NCC1(c2ccccc2)CCCC1)c1ccco1	3	-10
53	CCO[C@H]1OC(C(=O)NCc2ccccc2)=C[C@@H](c2coc3ccccc3c2=O)[C@@H]1CCCO	-5	-4
54	Cc1ccc(OCC(=O)Nc2ccccc2-c2ccccc2NC(=O)COc2ccc(C)cc2)cc1	-3	-16
55	O=C1NC(=S)N(C(=O)c2ccc(F)cc2)/C1=C/c1cccnc1	1	0
56	Cn1c(N)c(C(=O)COC(=O)C(Cc2ccccc2)NC(=O)c2ccccc2)c(=O)n(C)c1=O (stereo not given)	-4	-9
57	Cc1cc(N2CCOCC2)n2cc(-c3ccc(F)cc3)nc2n1	12	-11

# The listing picks up, starting six compounds before the break.
cpd	Structure	TAG inh DAPI viability	TAG inh
55	O=C1NC(=S)N(C(=O)c2ccc(F)cc2)/C1=C/c1cccnc1	1	0
56	Cn1c(N)c(C(=O)COC(=O)C(Cc2ccccc2)NC(=O)c2ccccc2)c(=O)n(C)c1=O (stereo not given)	-4	-9
57	Cc1cc(N2CCOCC2)n2cc(-c3ccc(F)cc3)nc2n1	12	-11
58	C=CCNC(=O)/C(C#N)=C\c1cc(Cl)c(OCC)c(OC)c1	4	11
59	COc1cc(C(=O)Nc2ccccc2-c2nnn(CC(N)=O)n2)cc(OC)c1OC	30	-1
60	COc1cccc(NC(=O)c2ccc(NCCCN3CCC(C)CC3)c([N+](=O)[O-])c2)c1	2	29
61	Cc1occc1-c1nnc(SCC(=O)N2CCOCC2)n1Cc1ccco1	-1	-13
62	NC(=O)C1CCN(CC(O)CSc2ccccc2)CC1 (stereo not given)	2	-10
63	COc1ccccc1OCc1nc(Cc2ccc(Cl)cc2)no1	-6	-10
64	O=C(Cn1cc(C(F)(F)F)ccc1=O)N1CCCc2ccccc21	3	-32
65	Cc1ccc(S(=O)(=O)Cc2ccc(C(=O)N3CCN(Cc4ccccc4)CC3)o2)cc1	2	2
66	CC1=NNC(=O)C1CC(=O)N/N=C/C=C/c1ccccc1 (stereo not given)	-1	-1
67	CSc1ccc(OC2(C)CCN(Cc3ccc(C(C)C)cc3)C2)cc1 (stereo not given)	17	-14
68	COc1ccc(NC(C)=O)cc1NC(=O)CN1CCN(CC(=O)Nc2ccc(Cl)cc2)CC1	84	2
69	NS(=O)(=O)c1ccc(CNC(=O)c2ccc(S(=O)(=O)NCc3ccco3)cc2)cc1	3	-9
70	NS(=O)(=O)c1ccc(CCNc2ccn3nc(-c4cccc(C(F)(F)F)c4)cc3n2)cc1	22	12
71	COCCSc1nnc(NS(=O)(=O)c2ccc(C)cc2)s1	-18	4
72	Cc1cccc(Nc2ccccc2C(=O)OCC(=O)N2CCOCC2)c1C	1	9
73	CCc1ccc(N(C(=O)c2csnn2)C(C(=O)NC(C)(C)C)c2ccccn2)cc1 (stereo not given)	6	11
74	O=c1cc(CO)occ1OCc1cccc(C(F)(F)F)c1	13	1
75	CCOc1ccccc1NC1=NC2CS(=O)(=O)CC2S1 (stereo not given)	3	-4
76	COc1ccc(-c2c(-c3ccsc3)oc3ccc(N4CCOCC4)cc23)cn1	79	1
77	Cc1ccc(Cn2nc(C)c(C(=O)NCC(c3ccc(F)cc3)N3CCOCC3)c2Cl)cc1 (stereo not given)	3	-7
78	COc1ccc(CNc2nc3ccccc3n2C(C)C)c(O)c1	-6	-38
79	CC12CCC(=O)N1C(C(=O)N1CCN(c3ccccc3)CC1)CS2 (stereo not given)	2	4
80	CCOC(=O)c1c(O)c2c([nH]c1=O)CCCC2	-5	-4
81	O=C(CN1CCSC1=O)Nc1ccc(N2CCOCC2)cc1	-5	6
82	O=Cc1cn[nH]c1-c1ccccc1	-4	4
83	CCN(CC)c1ccc(C2C(C(=O)Nc3ccccn3)=C(C)NC3=C2C(=O)CC(C)(C)C3)cc1 (stereo not given)	-2	5
84	CC(C)(C)c1ccc(OCC(=O)NCC(c2cccs2)N2CCOCC2)cc1 (stereo not given)	-1	0
85	CN(C)S(=O)(=O)c1ccc(N2CCCC2)c(C(=O)NCC2CCCO2)c1 (stereo not given)	-6	1
86	Cc1ccc(NC(=O)c2nc[nH]c2C(=O)N(C)CCO)cc1	-2	9
87	Cc1cccnc1NC(=O)C1CCC1	-2	4
88	CCNC(=O)c1c(NC(=O)c2cc(-c3cc(C)ccc3O)n[nH]2)sc2c1CCCC2	36	32
89	COc1ccc(S(=O)(=O)Nc2nnc(Cc3ccc(OC)c(OC)c3)s2)cc1	2	19
90	O=C1CC(N2CCN(Cc3ccccc3)CC2)C(=O)N1 (stereo not given)	-8	6

cpd	Structure	TAG inh DAPI viability	TAG inh
91	O=C(Nc1ccc(-c2cnco2)cc1)c1ccc(Cl)cc1	27	-5
92	CCOC(=O)C1CCN(C(=O)c2cc3c(s2)-c2ccccc2OC3)CC1	13	14
93	CC1(C(=O)N2CC3(CC(c4ccccc4)=NO3)C[C@H]2C(=O)NCC(N)=O)CC1 (stereo not given in full)	8	-3
94	Cn1nc(C(F)(F)F)c(-c2ccccc2)c1NC(=O)c1ccco1	1	0
95	O=C(CSc1nnc(CNC(=O)c2c(F)cccc2F)o1)NCc1ccco1	-1	-2
96	Cc1ccnc(NS(=O)(=O)c2cccc([N+](=O)[O-])c2)c1	-2	2
97	O=C(O)c1ccc(N2C(=O)C3C4c5ccccc5C(Br)(c5ccccc54)C3C2=O)cc1 (stereo not given)	0	3
98	CC1OC(c2ccccc2)OC2COC(c3ccccc3)OC12 (stereo not given)	1	0
99	O=[N+]([O-])c1ccc(OCCn2cnc3ccccc32)cc1	-2	-12
100	ON=C1c2cc(OCCN3CCCCC3)ccc2-c2ccc(OCCN3CCCCC3)cc21	16	-4
101	CN1C(C(=O)NCc2cccc(Br)c2)CC2Cn3c(nc4cc5ccccc5cc43)C21 (stereo not given)	-4	-3
102	COc1ccc(-c2cn(CCN)c(-c3ccncc3)n2)cc1	-75	-41
103	C=C(C)c1cccc(C(C)(C)NC(=O)N2CC(C)OC(C)C2)c1 (stereo not given)	9	-30
104	COc1cccc(/C=C/C(=O)OCC(=O)N2c3ccccc3CC2C)c1OC (stereo not given)	7	-6
105	O=C(NC1CCN(Cc2ccccc2)CC1)C(NS(=O)(=O)c1cccc2nsnc12)c1ccccc1 (stereo not given)	-2	0
106	O=C(Nc1ccc(N2CCN(C(=O)c3ccco3)CC2)c(Cl)c1)c1c(F)c(F)c(F)c(F)c1F	11	-31
107	CCOC(=O)C1CCN(C(=O)C(C)N(c2ccc(Oc3ccccc3)cc2)S(C)(=O)=O)CC1 (stereo not given)	-6	-31
108	CC1CC(C)CN(S(=O)(=O)c2ccc(C(C)(C)C)cc2)C1 (stereo not given)	11	0
109	CS(=O)(=O)c1cccc(C(=O)OCC(=O)NC(=O)Nc2ccccc2F)c1	-2	9
110	COc1cccc(C(=O)NCCS(=O)(=O)N2CCCCC2)c1	14	-12
111	Cc1c([N+](=O)[O-])cnc(Sc2ccccc2)c1[N+](=O)[O-]	-21	17
112	CCOC(=O)CN1CC23C=CC(O2)C(C(=O)NC2CCCCC2)C3C1=O (stereo not given)	-1	-12
113	O=C(Nc1cccnc1)c1cc(-c2cccc(Br)c2)nc2ccccc12	-1	21
114	N#C/C(=C\c1ccc[nH]1)C(=O)N1CCCCC1	14	-16
115	CNC(=O)c1ccc2cc(OC)c(OC)cc2c1	4	0
116	COc1ccccc1NC(=O)CCN1CC(C)OC(C)C1 (stereo not given)	11	-10
117	O=C(CCC1CCCCC1)Nc1ncn[nH]1	-18	13

# Compound activity from PubChem BioAssay.
